Compound activity (PubChem BioAssay)
SENP8 block-1: SENP8 protease inhibition; Q96LD8; purified SENP8, Z-RLRGG-aminoluciferin cleavage, luminescence; inhibition, % at 10 µM; 330,000 tested, 1.2% active; AID 2540; in the data active means inhibition above about 50%
Target sequence (Q96LD8 whole entry, looked up): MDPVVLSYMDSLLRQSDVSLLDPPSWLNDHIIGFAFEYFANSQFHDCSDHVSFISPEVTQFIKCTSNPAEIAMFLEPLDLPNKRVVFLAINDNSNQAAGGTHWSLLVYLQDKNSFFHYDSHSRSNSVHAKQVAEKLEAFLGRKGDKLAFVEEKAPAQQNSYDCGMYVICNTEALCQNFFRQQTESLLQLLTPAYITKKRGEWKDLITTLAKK
SENP7 block: blocks the human protease SENP7. Q9BQF6. recombinant SENP7, Z-RLRGG-aminoluciferin luminescence, 40 min. inhibition, % at 5 µM. 330,000 tested, 1.5% active;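 active means inhibition above about 50% at the single test dose, limit read from the data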;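 further: plate controls were DMSO with enzyme for no effect and no enzyme buffer wells for full effect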
Target sequence (Q9BQF6 706-1050 limits assumed): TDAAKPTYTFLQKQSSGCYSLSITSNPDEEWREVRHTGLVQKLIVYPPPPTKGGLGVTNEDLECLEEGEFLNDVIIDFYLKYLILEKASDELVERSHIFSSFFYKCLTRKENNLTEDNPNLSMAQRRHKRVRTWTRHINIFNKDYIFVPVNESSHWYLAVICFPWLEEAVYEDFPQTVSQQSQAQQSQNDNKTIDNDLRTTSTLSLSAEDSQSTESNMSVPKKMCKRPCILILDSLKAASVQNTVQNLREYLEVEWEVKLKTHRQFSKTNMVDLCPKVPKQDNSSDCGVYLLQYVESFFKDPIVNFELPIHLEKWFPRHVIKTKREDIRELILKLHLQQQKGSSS
Apaf-1 inh: blocks human Apaf-1 apoptosome activity; O14727; reconstituted apoptosome caspase-3 activity, DEVD-Rh110 fluorescence; inhibition, % at 20 µM; 330,000 tested, 0.71% active; AID 489030; active means inhibition of at least 40% at 20 µM;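 further: plate controls were DMSO wells for no effect and DEVD-CHO caspase inhibitor wells for full effect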
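detection = Rh110 fluorescence intensity | test system = biochemical Apaf-1 apoptosome reconstitution | also added = cytochrome c and DEVD-Rh110 substrate | schedule = 30 min plus 50 min, RT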
HKDC1 inhibitor: HKDC1 (human) hexokinase inhibition | inhibition, % at 20 µM | recombinant HKDC1, G6PDH/diaphorase resazurin coupled fluorescence | AID 493160 | 340,000 tested, 0.16% active | Q2TB90;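 active means inhibition above about 35% when tested at 20 µM, limit read from the data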;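 further: plate controls were DMSO wells with enzyme for no effect and DMSO wells lacking enzyme for full effect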
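Test system: HK5 enzyme. Quantity: 5 µg/mL HK5 final. Reagent: glucose and ATP substrates. Schedule: 90 min reaction incubation at room temperature, dark. Technique: resazurin-to-resorufin fluorescence via G6PDH and diaphorase coupling, 525/613 nm. Control set: DMSO wells with and without enzyme mix.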
SENP1 inh: blocks the human SENP1 SUMO protease catalytic domain | Q9P0U3 | recombinant SENP1 catalytic domain, CyPet-SUMO1-YPet FRET cleavage | inhibition, % at 10 µM | 360,000 tested, 0.21% active;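 active means inhibition at least 30% at 10 µM, raw YFP signal under a set limit, fluorescence ratio 0.5 to 1.5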;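 further: 0% = enzyme with DMSO and 100% = no enzyme wells; some results filed as inactive read as strong as hits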
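Assay system – human recombinant His6-tagged SENP1 catalytic domain enzyme · Input – SENP1 enzyme, 20 pM final · Buffer or medium – Tris pH 8 buffer plus EDTA, NaCl, BME, BSA, NP40, catalase · Schedule – 50 min reaction at room temperature · Technique – FRET read of cyan and yellow fluorescence · Control set – no-enzyme wells low, DMSO-plus-enzyme wells high control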
SENP6 inh: blocks the human protease SENP6 | Q9GZR1 | Recombinant SENP6 catalytic domain, aminoluciferin luminescence | inhibition, % at 10 µM | 330,000 tested, 1.8% active;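 active means inhibition above about 50% at the single tested dose, limit read from the data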;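 further: plate controls were DMSO wells with enzyme for no effect and DMSO wells lacking enzyme for full effect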
Target sequence (Q9GZR1 628-1112 limits assumed): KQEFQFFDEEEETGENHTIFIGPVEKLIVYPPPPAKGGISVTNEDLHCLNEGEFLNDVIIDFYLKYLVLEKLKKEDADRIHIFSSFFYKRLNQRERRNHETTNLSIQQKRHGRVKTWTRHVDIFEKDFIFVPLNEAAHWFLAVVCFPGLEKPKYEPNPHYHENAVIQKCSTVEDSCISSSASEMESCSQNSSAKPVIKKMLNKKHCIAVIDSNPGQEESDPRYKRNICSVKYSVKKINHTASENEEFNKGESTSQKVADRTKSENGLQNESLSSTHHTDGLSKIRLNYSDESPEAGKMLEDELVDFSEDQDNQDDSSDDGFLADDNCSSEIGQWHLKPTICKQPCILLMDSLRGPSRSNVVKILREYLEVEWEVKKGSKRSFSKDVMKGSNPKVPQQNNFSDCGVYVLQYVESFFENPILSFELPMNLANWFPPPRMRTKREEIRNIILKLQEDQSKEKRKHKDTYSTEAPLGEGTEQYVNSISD
PfG6PD inh: PfG6PD (Plasmodium falciparum) enzyme inhibition; PfGluPho enzyme, NADPH resazurin-diaphorase fluorescence; AID 504690; 350,000 tested, 0.78% active; inhibition, % at 20 µM;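 active means inhibition reaching at least a set limit at 20 µM in the primary screen, cut at about 59% in these data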;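 further: 0% = DMSO wells with substrate and 100% = DMSO wells lacking glucose-6-phosphate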
SENP8 block-2: inhibitors of human SENP8 protease | Q96LD8 | recombinant SENP8, Nedd8 substrate fluorescence | inhibition, % at 20 µM | 360,000 tested, 0.64% active | AID 602440; in the data active means inhibition mostly above about 40%, no sharp cut-off; inactive means mostly below about 27%
An asterisk follows results filed as active; x = no result given. No enrichment for hits. About 3.6% of those tested had a hit in this group.

SMILES,SENP8 block-1,SENP7 block,Apaf-1 inh,HKDC1 inhibitor,SENP1 inh,SENP6 inh,PfG6PD inh,SENP8 block-2
CCCCc1nc(NCCN2CCOCC2)c(C#N)c2c1COC(C)(C)C2,1,7,-2,3,0,-27,-10,-218
CC(=O)n1cc(C2C(=O)CC(C)(C)CC2=O)c2ccccc21,2,7,13,-8,0,-3,-16,4
O=C(CN1CCN(c2ccccc2)CC1)Nc1cccc(C(F)(F)F)c1,0,0,9,1,-1,-2,5,19
Cc1cc(NC(=O)COC(=O)c2ccc([N+](=O)[O-])cc2Cl)no1,-9,2,10,-4,2,-3,-2,14
Cc1cccc(OC(=O)Cn2c(C(F)(F)F)nc3ccccc32)c1,-15,10,5,-4,2,-9,-26,12
CN(Cc1ccon1)C(=O)CC1C(=O)NCCN1Cc1ccc(F)c(F)c1 (stereo unspecified),-5,-8,0,-1,-12,-4,5,-77
CC(/C=N/NC(=O)c1nnn(-c2nonc2N)c1C(C)C)=C\c1ccco1,5,-2,10,-3,-2,8,20,-64
O=C(Nc1cccn2ncnc12)C(F)(F)F,-9,-2,-3,-9,0,8,-4,11
O=C(CCc1c[nH]c2ccccc12)NCc1ccco1,6,6,1,-6,0,15,-3,3
CCN1CCN(c2ccc(S(=O)(=O)N3CCCCC3)cc2NC(=O)/C=C/c2ccc([N+](=O)[O-])cc2)CC1,7,1,36,-4,-3,1,6,-16
Cc1cc(C)cc(N(CCC#N)C(=O)COC(=O)Cn2[nH]c(=O)c3ccccc3c2=O)c1,-14,-5,11,-1,-1,-2,18,19
Cn1cnnc1SCC(=O)Nc1ccc2nc(SCc3cccc4ccccc34)sc2c1,4,9,-4,0,0,-20,-8,15
O=C(c1ccccc1)N1N=C(c2ccco2)CC1c1cccs1 (stereo unspecified),2,7,8,-4,1,-6,-6,-1
Cn1c(=S)c2[nH]c(SCCN)nc2n(C)c1=O,x,x,x,-5,1,x,23,-17
O=C(CCc1ccc(S(=O)(=O)N2CCOCC2)cc1)NN=C1CCCCCCC1,-9,-15,4,-15,2,-25,9,10
CC(=O)Nc1ccc(-c2csc(-c3cccnc3)n2)cc1,27,51*,-3,-3,-1,41,1,-264
N#CC(C(=O)Nc1ccc(Cl)cc1)=C1Nc2ccccc2N1,3,0,-18,-10,0,-6,-27,-99
NC(=O)c1ccc(NC(=O)COC(=O)CCCN2C(=O)c3cccc4cccc(c34)C2=O)cc1,4,9,-5,1,-1,12,-1,-198
Cc1ccc(NS(=O)(=O)c2ccccc2[N+](=O)[O-])cc1C,-3,-3,-5,7,1,-8,2,12
CSc1ncc(C(=O)Nc2ccccc2F)c(-c2ccccc2)n1,-8,-6,9,-2,1,-20,-9,13
Cc1nc2nc(C)c(CCC(=O)N3CCc4ccccc43)c(C)n2n1,-9,-10,5,-21,-2,-1,-33,6
COc1cc([N+](=O)[O-])ccc1NC(=S)Nc1cc(C(=O)OC(C)C)cc(C(=O)OC(C)C)c1,-1,10,9,-3,-5,-4,14,-444
CCN(CC(=O)NCc1ccc(Cl)cc1)C(=O)c1sccc1C,5,4,-3,1,1,-11,13,-7
CCCCN(C)CCN1C(=O)C2C(C(=O)Nc3cccc(OC)c3)C3C=CC2(O3)C1C(=O)NC1CCCCC1C (stereo unspecified),-5,-5,20,2,2,-2,-23,15
COc1ccc(OCc2cc(C(=O)N(Cc3nccn3C)C(C)C)no2)c2ccccc12,-7,-5,10,11,0,5,18,-8
CC(C)c1ccc(NC(=O)CSc2nnc(-c3ccccn3)n2C)cc1,1,8,12,-5,4,-18,1,8
O=C(Nc1ccc2c(c1)OCO2)Nc1ccc(Br)cn1,-16,-7,1,-3,1,6,15,7
CCOC(=O)C1=C(c2ccccc2)Nc2ncnn2C1c1ccc(OC)c(OC)c1OC (stereo unspecified),6,2,-10,-9,-7,-4,-13,-5
COc1cc(NC(=O)CCS(=O)(=O)c2ccc3c(c2)oc(=O)n3C)cc(OC)c1OC,-1,-7,-10,-1,1,-4,0,3
COc1ccc(S(=O)(=O)N/N=C\c2ccccc2F)cc1,3,9,3,-4,0,2,-14,11

Grouped by structure, the entries above with a CF3 group.
SMILES,SENP8 block-1,SENP7 block,Apaf-1 inh,HKDC1 inhibitor,SENP1 inh,SENP6 inh,PfG6PD inh,SENP8 block-2
O=C(CN1CCN(c2ccccc2)CC1)Nc1cccc(C(F)(F)F)c1,0,0,9,1,-1,-2,5,19
Cc1cccc(OC(=O)Cn2c(C(F)(F)F)nc3ccccc32)c1,-15,10,5,-4,2,-9,-26,12
O=C(Nc1cccn2ncnc12)C(F)(F)F,-9,-2,-3,-9,0,8,-4,11

The results go on:
SMILES,SENP8 block-1,SENP7 block,Apaf-1 inh,HKDC1 inhibitor,SENP1 inh,SENP6 inh,PfG6PD inh,SENP8 block-2
CC(=O)C(N=Nc1ccccc1)(Sc1nnc(-c2ccccc2)n1-c1ccccc1)C(=O)Nc1ccccc1 (stereo unspecified),-2,1,-1,4,1,7,-3,-7
Nc1ccc(-n2nncc2-c2ccco2)cc1,-1,11,6,5,0,-17,-10,2
COc1ccc(Nc2nc(N)nc(COc3ccc(OC)cc3)n2)cc1,-15,-7,5,-4,3,-1,14,16
COc1ccc(NC(=O)C2Cc3ccccc3C(=O)O2)cc1 (stereo unspecified),5,2,7,-1,0,-1,-4,10
O=C(c1csc2c1CCCC2)N1CCN(c2cccc(C(F)(F)F)c2)CC1,-13,-2,39,8,1,4,15,11
CCOc1ccc2nc(N3CCC(C(=O)N4CCN(C(=O)c5ccco5)CC4)CC3)sc2c1,-11,-6,4,-6,0,-14,2,5
Cc1cc2ncn(CC3CC3(Cl)Cl)c2cc1C (stereo unspecified),-17,-5,12,-3,1,6,4,-2
Cc1ccccc1/C=N/NC(=O)CSc1nc2ccccc2o1,-4,2,5,-9,1,0,43,11
COC(=O)c1ccc(CNC(=O)N2CCN(S(=O)(=O)c3ccc(C)cc3)CC2)cc1,-2,12,6,-4,0,-15,3,7
O=C(CC(c1ccccc1)c1cc(Br)ccc1O)N1CCCCC1 (stereo unspecified),-5,-7,4,-1,0,-13,3,16
O=Cc1c(N2CCC3(CC2)OCCO3)nc2ccccn2c1=O,2,0,1,-6,-2,-2,-4,23
CN(C)c1ccc(Nc2cc(Cl)ncn2)cc1,-19,-11,11,1,1,2,21,39
CCNC(=O)c1ccccc1-c1nc(-c2ccccc2)no1,1,-4,-8,-5,2,-20,-1,14
Cc1ccc(OCC(=O)N2CC3(C)CC2CC(C)(C)C3)cc1 (stereo unspecified),1,2,18,-3,3,-1,-8,32
CN1CCN(C(=O)CN(c2cccc(Cl)c2)S(=O)(=O)c2ccccc2)CC1,6,8,-3,-3,1,-9,-1,18

Marked active in SENP7 block (from the list above):
mol,SENP7 block,HKDC1 inhibitor,SENP1 inh,SENP6 inh,PfG6PD inh
CC(=O)Nc1ccc(-c2csc(-c3cccnc3)n2)cc1,51*,-3,-1,41,1

Additional records follow:
SMILES,SENP8 block-1,SENP7 block,Apaf-1 inh,HKDC1 inhibitor,SENP1 inh,SENP6 inh,PfG6PD inh,SENP8 block-2
COc1cc2c(=O)n(Cc3ccccc3)c(=O)n(CC(=O)NCC3CCCO3)c2cc1OC (stereo unspecified),4,6,19,-4,0,11,-4,-64
CCN1CCN(c2cc(C)c3cc(NC(=S)NCCN(C)C)ccc3n2)CC1,5,11,8,4,-6,16,2,-210
COc1ccc2c(c1)c(CC(=O)Nc1ccc(C(C)=O)cc1)c(C)n2C(=O)c1ccc(Cl)cc1,-5,2,17,-7,1,4,4,6
CCc1nc2sccc2c(=O)n1N,0,4,8,-7,2,3,-18,5
COC(=O)[C@@]1(C)[C@H]2C(=O)N(Cc3ccccc3)C(=O)[C@H]2[C@H]2CN(C)C(=NC3CCCCC3)N21,x,-2,10,-8,1,x,3,18
NNC(=O)CCN1CCN(Cc2ccccc2)CC1,-9,1,2,-6,2,-6,5,20
CCn1ncc(/C=C/C(=O)Nc2c(C)nn(CC)c2C)c1C,1,-2,-10,-7,0,-2,12,10
O=C(CCSc1ccccc1)NCCSCc1ccccc1,-11,4,4,-8,2,-10,6,22
CCNc1c(NS(=O)(=O)c2ccc(Br)s2)c(=O)oc2ccccc12,-4,-2,6,3,-2,-2,-2,0
Cc1cc(Br)ccc1NC(=O)CSCc1c(C)noc1C,1,-3,0,-3,3,7,-7,14
O=C(CSc1nc2ccccc2c(=O)n1-c1cccc(C(F)(F)F)c1)NC1CC1,-10,1,-2,18,1,32,-3,16
CN1CCN(S(=O)(=O)c2cccc(C(=O)Oc3ccc(Br)cc3F)c2)CC1,-1,-5,4,1,-1,-13,0,4
C1CCN=C(NC23CC4CC(CC(C4)C2)C3)CC1,1,-1,-8,x,x,-5,x,x
Cc1cc(NC(=O)CSc2ncccc2C(=O)O)no1,-11,2,-7,0,0,-13,-5,24
C=C(C)Cn1c(N2CCN(CC)CC2)nc2c1c(=O)[nH]c(=O)n2C,-2,-2,-8,-6,1,7,-21,10
CCCC(C)NC(=O)c1ccc2[nH]c3c(c2c1)CC(C)CC3 (stereo unspecified),0,2,5,-3,-79,1,7,-75
CC(C)C(=O)Nc1ccc(NC(=O)c2ccc([N+](=O)[O-])cc2Cl)cc1,6,3,-2,-1,1,7,2,13
O=S(=O)(CCOc1ccccc1)N1CCOCC1,-6,-8,7,-4,0,-13,-14,-1
O=S(=O)(c1ccccc1)N1CC=C(c2ccccc2)CC1,3,-3,4,-4,-4,6,-1,14
O=C(C1CC(=O)N(C2CCCC2)C1)N1CCN(c2cccc(Cl)c2)CC1 (stereo unspecified),4,-7,7,-6,1,-7,7,7
O=c1onc(-c2ccccc2Cl)n1-c1ccccc1Cl,-1,2,-11,1,-1,8,35,19
Brc1ccc(OCCn2ccnc2)cc1,-14,-13,4,2,3,-13,-8,2
CCOC(=O)c1cc(-c2ccccc2)n(CC(=O)Nc2ccc(OC)c(OC)c2)c1C,12,0,-2,-7,0,15,5,14
O=S(=O)(c1ccccc1)N1CCN(C(c2ccccc2)c2ccc(OC(F)(F)F)cc2)CC1 (stereo unspecified),4,-6,19,0,3,9,-10,12
CCOC(=O)/C(C#N)=C\N(C)C,-2,5,-4,-5,3,5,1,12
Cc1nn2c(N3CCOCC3)c3c(nc2c1-c1ccccc1)CCCC3,-2,-8,17,3,-1,4,-8,-27
CC1=Nc2cc(C(=O)NCC3CCCO3)ccc2Sc2ccc(C)cc21 (stereo unspecified),-1,-19,9,-10,2,13,1,16
O=S1(=O)CCO[C@H]2Cc3ccccc3[C@H]2N1Cc1cccc(C(F)(F)F)c1,3,-4,24,0,2,1,30,11
O=C(NCCCn1ccnc1)c1ccc(Br)cc1,11,-1,-3,-5,2,-17,-5,14
O=C(CN1CSCC1=O)N1CCN(S(=O)(=O)c2cc(C(F)(F)F)ccc2Cl)CC1,-8,-4,-6,-6,0,-10,6,12
O=S(=O)(CCN1CCCCC1)Oc1ccc(Cl)cc1Cl,-1,7,-14,-2,0,14,-5,3
c1ccc2c(OCCCN3CCCCCC3)cccc2c1,-8,-8,9,1,1,10,3,23
